Dicer processing – inhibitors of Dicer pre-microRNA processing, primary screen, biochemical, cat-ELCCA, chemiluminescence. Endoribonuclease Dicer (Homo sapiens), Q9UPY3. z-score at 25 µM. actives 6% (n = 47,000). cat-ELCCA pre-miR-21 Dicer processing; hits give high values; in the data active = z-score above about 3, passing the limit was not always enough;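 note: plate controls were vehicle for no effect and no enzyme for full effect; higher signal means more uncleaved substrate so more Dicer inhibition; strong numbers were not always called active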
* = called active by the depositor.

The first four compounds (preview)
SMILES | Dicer processing
S=C1NCN(Cc2cccs2)CN1 | -0.57
O=C(Nc1ccc(F)cc1)Nc1nc(-c2ccc(F)c(F)c2)cs1 | 3.04*
O=C(c1ccccc1)c1cccc(NC(=O)c2c(F)cccc2Cl)c1 | 0.31
Cn1c(=O)c2c(nc(CN3CCN(c4ccccc4)CC3)n2CCN2CCOCC2)n(C)c1=O | -0.7

The whole of this part, from the first entry:
SMILES | Dicer processing
S=C1NCN(Cc2cccs2)CN1 | -0.57
O=C(Nc1ccc(F)cc1)Nc1nc(-c2ccc(F)c(F)c2)cs1 | 3.04*
O=C(c1ccccc1)c1cccc(NC(=O)c2c(F)cccc2Cl)c1 | 0.31
Cn1c(=O)c2c(nc(CN3CCN(c4ccccc4)CC3)n2CCN2CCOCC2)n(C)c1=O | -0.7
COCC(C)NC(=O)c1cc2cc(OC)ccc2[nH]1 (stereo not drawn) | -2.11
Cc1ccc(-c2cc(O)cc3sc(=O)oc23)cc1Cl | 5.27*
CCOC(=O)c1sc(SCc2ccccc2)c2c1CC(C)(C)CC2=O | -5.71
CCOC(=O)/C(C#N)=C/Nc1ccc(O)cc1F | -0.61
C=C1SC(Nc2cc(Cl)c(Cl)cc2Cl)=NC1(C)C | -0.88
COC(=O)CSCc1n[nH]c(=O)c2ccccc12 | -0.76
NC(=O)c1ccc2c(c1)C1C3CCC(C3)C1C(c1ccccc1)N2 (stereo not drawn) | 2.51
COc1cc(C2Oc3nc(SC)nnc3-c3ccccc3N2C(C)=O)cc(Cl)c1OC (stereo not drawn) | -1.08
O=C1Nc2ccccc2/C1=C/c1cn[nH]c1-c1cccs1 | 1.38
Cc1nc(C(F)(F)F)ccc1NC(=O)/C=C\C(=O)O | -1.47
C=CCn1c(-c2ccc(N)cc2)nc2ccccc21 | 1.46
CSc1ccc(C2CC(=O)Nc3n[nH]c(-c4ccccc4)c32)cc1 (stereo not drawn) | -0.18
Cc1ccc(N2C(=O)C3CCC(C)CC3C2=O)cc1 (stereo not drawn) | 0.19
C=CCNC(=S)NNC(=O)c1oc2nc(-c3ccccc3)cc(-c3ccccc3)c2c1N | -1.52
CCCN1CSC(=S)N(CCC)C1 | 0.26
COc1cc(OC)c(OC)cc1/C=N/NC(=S)NC1CC(C)CC(C)(C)C1 (stereo not drawn) | 2.15
COc1ccc(NC(=O)c2cc3nc(-c4ccco4)cc(C(F)(F)F)n3n2)cc1OC | -0.42
CCN1CN=C(SCc2ccc(Cl)cc2)NC1 | -0.35
COc1ccc(S(=O)(=O)N2CCC(C(=O)O)CC2)cc1C(=O)O | 7.46
CN1C(=O)c2cccc3c(S(=O)(=O)Nc4ccc(C(=O)O)cc4)ccc1c23 | 0.11
Cc1ccc(S(=O)(=O)N2CCSC2c2ccc(Br)cc2)cc1 (stereo not drawn) | -0.17
Clc1ccc(-c2csc(N3CCN(c4cccc(Cl)c4)CC3)n2)cc1 | -2.45
O=c1n(CCCN2CCN(c3cccc(Cl)c3)CC2)nc2ccccn12 | -0.22
CCCCc1c(C)nc(N)[nH]c1=O | -0.14
N#CCCN(Cc1ccccc1)C(=O)Nc1ccc(F)cc1 | -0.12
CCOC(=O)c1cnn2c(C)cc(-c3ccc(F)cc3)nc12 | -0.57

Copied from the list:
COc1cc(C2Oc3nc(SC)nnc3-c3ccccc3N2C(C)=O)cc(Cl)c1OC (stereo not drawn) @ Dicer processing = -1.08
CN1C(=O)c2cccc3c(S(=O)(=O)Nc4ccc(C(=O)O)cc4)ccc1c23 @ Dicer processing = 0.11
Cc1ccc(S(=O)(=O)N2CCSC2c2ccc(Br)cc2)cc1 (stereo not drawn) @ Dicer processing = -0.17
N#CCCN(Cc1ccccc1)C(=O)Nc1ccc(F)cc1 @ Dicer processing = -0.12

Continued:
SMILES | Dicer processing
CCOC(=O)c1cc(C(=O)OCC)c(C(F)(F)F)nc1/C=C/N(C)C | -0.49
COc1ccc(C2SCCN2S(=O)(=O)c2ccc(C)cc2)cc1Br (stereo not drawn) | -1.37
CCCOc1ccc(C2Nc3ccc4ncccc4c3C3=C2C(=O)CCC3)cc1 (stereo not drawn) | 0.05
O=C(c1nn2c(c1Cl)NC(c1ccco1)CC2C(F)(F)F)N1CCN(c2ccccc2)CC1 (stereo not drawn) | 5.3*
O=C1C=C(NCCN2CCOCC2)CC(c2ccccc2)C1 (stereo not drawn) | -0.68
COc1cc(C(=O)NNC(=S)NC2CC3C=CC2C3)cc(OC)c1OC (stereo not drawn) | 0.4
Cn1ccnc1SCc1nccn1Cc1ccc(Cl)cc1 | 0.11
Cc1cccc(C(=O)c2ccccc2C(=O)O)c1 | -1.17
C=CCOc1ccc(C2C(C(=O)OC)=C(C)NC3=C2C(=O)c2ccccc23)cc1OCC (stereo not drawn) | -0.3
Cc1ccc(S(C)(=O)=N/C=C2\C(=O)c3sccc3N(C)S2(=O)=O)cc1 (stereo not drawn) | 2.31
O=C(NC(=S)Nc1ccccn1)c1ccccc1 | -0.32
Cn1cc(C(=O)O/N=C(/N)c2ccc(Cl)cc2)c(C(F)(F)F)n1 | 1.61
CC1SC(NC(=O)COc2ccccc2)=NC1=O (stereo not drawn) | -1.91
Cc1csc(-c2noc(-c3ccc(C(C)(C)C)cc3)n2)c1Cl | -1.3
O=C1C(=O)N(CCCn2ccnc2)C(c2ccco2)/C1=C(\O)c1ccc(F)cc1 (stereo not drawn) | -1.11
Fc1ccc(OCc2nc(-c3ccc(-n4cccc4)cc3)no2)cc1 | 1.06
COC(=O)c1ccc(NC2SC(=O)N(c3ccccc3)C2=O)cc1 (stereo not drawn) | 0.49
CCCCOc1ccc(C2c3c(oc4ccccc4c3=O)C(=O)N2c2ccccn2)cc1 (stereo not drawn) | 2.3
O=C(O)c1ccc(S(=O)(=O)Nc2ccc3oc(=O)sc3c2)cc1 | 1.15
CN(C)c1nc2ccc(O)cc2s1 | 1.51
COc1ccc(CN(Cc2cccn2C)S(=O)(=O)c2ccc(F)cc2)cc1 | 0.74
O=C(CSc1nc(-c2ccco2)cc(C(F)(F)F)n1)Nc1ccc(-n2cccc2)c(Cl)c1 | -0.31
CCS(=O)(=O)Nc1ccc2c(c1)c1c(n2S(=O)(=O)CC)CC(C)(C)CC1=O | 1.34
Clc1ccc(OCc2cn3ccccc3n2)c2ncccc12 | -1.13
O=C(O)[C@H]1CCCCN1C(=O)OCC1c2ccccc2-c2ccccc21 | 1.13
O=C(c1ccccc1)N1CCOc2ccccc21 | -0.96
CCOC(=O)c1snc2c(=O)[nH]cnc12 | 2.16
Cc1nnc2sc(-c3ccccc3N)nn12 | -0.8
CC(=O)NOC(=O)c1c(-c2c(Cl)cccc2Cl)noc1C | 0.86
Cc1cccc(N2C(=O)C3C4C=CC(C4)C3C2=O)n1 (stereo not drawn) | -0.23
CC(C)COCC(CN(Cc1ccccc1)c1ccccc1)N1CCCC1 (stereo not drawn) | 0.17
Nc1c(-c2ccc(Cl)cc2)cnc2ncnn12 | 0.68
C=CCOc1ccc(C2c3c(oc4ccc(F)cc4c3=O)C(=O)N2CCOC)cc1OC (stereo not drawn) | -0.73
Cc1ccc2[nH]c(=O)c(-c3ccccc3)c(O)c2c1 | 0.31
C/C(=N\OCc1ccc(Br)cc1)c1ccc(F)c(F)c1 | -0.99
O=c1c(C(CN2CCOCC2)c2ccccc2)nc(-c2ccccc2)nn1CN1CCOCC1 (stereo not drawn) | -0.3
CCOC(=O)Cn1c2ccccc2n2nc(C)nc12 | -0.27
Cc1ccc(O)c(-n2nc3ccccc3n2)c1 | -0.18
COC(=O)Nc1ccc(SCC(=O)c2ccc(Cl)cc2)cc1 | -8.49
O=C1OC(Nc2ccc(Cl)c(Cl)c2)c2ccccc21 (stereo not drawn) | 2.17
O=C(NCc1cccnc1)c1nn2c(C(F)(F)F)cc(-c3ccc(F)cc3)nc2c1Cl | 3.08*
COc1ccccc1-c1cc(C(=O)O)c2ccccc2n1 | -0.51
CCOC(=O)c1c(C)n(C)c2cc(-c3ccc(F)cc3)c(O)cc12 | 2.4
C=CCSC1=C(C#N)C(c2ccc(O)cc2)CC(=O)N1 (stereo not drawn) | 1.08
CNS(=O)(=O)c1ccc2c3c(cccc13)C(=O)N2 | 1.13
CC1CN(c2ncnc3ccsc23)CC(C)O1 (stereo not drawn) | 0.85
O=c1[nH]c(=S)[nH]c2c1cnn2-c1ccc(F)cc1 | 0.35
CCOC(=O)c1cc(C)nc(Sc2ccc(C)cc2)c1C#N | -0.98
N#Cc1cn(Cc2cccc(Cl)c2)c(=O)[nH]c1=O | 1.21
NS(=O)(=O)C#Cc1ccccc1 | -0.05
COCCCNc1nc2c(c(=O)n(C)c(=O)n2C)n1Cc1ccc(Br)cc1 | 1.41
O=c1c2ccccc2cc(Br)c2sccc12 | -0.29
CCOC(=O)c1ccc(N2C(=O)CC(SCC(=O)Nc3ccc(F)cc3)C2=O)cc1 (stereo not drawn) | -1.16
Cc1ccc(Sc2cc(C(=O)c3ccccc3C(=O)O)ccc2[N+](=O)[O-])cc1 | 0
Cc1ccc(C)c(CN2C(=O)C(O)(c3c[nH]c4ccccc34)c3ccccc32)c1 (stereo not drawn) | 2.46
CC1=CS(=O)(=O)c2ccc(Cl)cc21 | 4.26*
O=c1c(Cc2ccccc2)c(O)nc2ccccn12 | 0.49
O=C(Cn1c(NCCO)nc2ccccc21)c1cccc2ccccc12 | 4.25*
Cc1ccc(OS(=O)(=O)c2cc(C)c(Cl)cc2C)c(Br)c1 | 0.29
Oc1ccc2ccccc2c1N=Nc1ccccc1F | 1.43

The list continues.
SMILES | Dicer processing
COc1cc(C2SCCS2)cc(Br)c1OS(=O)(=O)c1ccc(Cl)cc1 | -2.24
CCOc1ccc(N=c2ssc(SC)c2-c2ccccc2)cc1 | -0.88
C=CCN1C(=O)NC2C1N(S(C)(=O)=O)CCN2S(C)(=O)=O (stereo not drawn) | 5.83*
Cc1ccc(N2C(=O)CC3(CC(C(=O)OCc4ccccc4)=NN3)C2=O)cc1C (stereo not drawn) | 0.74
CC(C)/C(=N\O)c1ccc(C(C)C)cc1 | 0.98
O=S(=O)(Cc1ccc(Cl)cc1Cl)C1CCCCC1O (stereo not drawn) | 2.03
CN/N=C/c1ncc(C(F)(F)F)cc1Cl | 1.45
CCCCNCCn1cnc2c(N)ncnc21 | -3.14
CC(=O)NC1=NN(C(C)=O)C(c2ccc(F)cc2)S1 (stereo not drawn) | 0.31
O=C(Nc1cccc(Cl)c1)c1nn2c(c1Cl)NC(c1cccs1)CC2C(F)(F)F (stereo not drawn) | 0.49
CCOC(=O)/C(C#N)=C/Nc1ccc(OC)c(C(=O)OC)c1OC | -2.66
C#CC1(NC(=S)Nc2ccc(S(=O)(=O)N3CCCCC3)cc2)CCCCC1 | -0.34
CC(C)(C)NC(=O)C(=O)NCC1CCCO1 (stereo not drawn) | -0.7
O=C1CSC(c2ccc(Cl)cc2)N1 (stereo not drawn) | 1.43
CC12CS(=O)(=O)CC1SC(=S)N2c1cccc(O)c1 (stereo not drawn) | -0.54
CNC(=S)N(Cc1cccnc1)Cc1cccc(Cl)c1Cl | 0.73
CCOC(=O)c1c(C)[nH]c(C(=O)CN2CCCCC2)c1C | -0.74
CC(C)c1ccc(NC(=S)NC2CC3C=CC2C3)cc1 (stereo not drawn) | 0.53
Cc1cc(OC(=O)c2ccco2)nc(SCc2c(Cl)cccc2Cl)n1 | -1.31
O=C(NCCO)C(=O)Nc1ccc(Br)cc1 | 0.42
CCCCCOC(=O)C1=C(C)NC2=C(C(=O)CCC2)C1c1cc(Br)c(O)c(OCC)c1 (stereo not drawn) | 2.68
Cc1onc(-c2c(Cl)cccc2Cl)c1C(=O)N1CCC(NC(=O)c2ccccc2)CC1 | 0.81
CCSCCOC(=O)C1=C(C)NC2=C(C(=O)CCC2)C1c1ccccc1OC(C)C (stereo not drawn) | 1.12
COC(=O)c1cc(OC)c(OC)cc1N(C)S(C)(=O)=O | 2.24
O=C(c1cccnc1)N(c1ccc2oc(=O)sc2c1)S(=O)(=O)c1ccccc1 | 3.74*
CC(C)n1cc(-c2nc(C(C)(C)C)cs2)c(=O)n(Cc2ccccc2)c1=O | 2.06
Nc1nc(SCC(=O)c2ccc(Cl)cc2)n[nH]1 | 0.66
CC(NC(=O)c1ccc(Cl)cc1)C(=O)O (stereo not drawn) | 0.92
O=C(Nc1ccc(F)cc1)c1ccc([N+](=O)[O-])o1 | -0.49
O=C1C2C3c4ccccc4C(C(=O)O)(c4ccccc43)C2C(=O)N1c1ccc(F)cc1 (stereo not drawn) | 2.71
OCC(c1ccccc1)C1CCCCC1 (stereo not drawn) | -0.88
O=C(Nc1ccc2c(c1)OCO2)C1CC(c2cccc(Br)c2)=NO1 (stereo not drawn) | -0.02
CC(=O)Nc1ccc(N2C(=O)CC(Nc3ccc(N4CCOCC4)cc3)C2=O)cc1 (stereo not drawn) | -1.27
CCOC(=O)c1sc(NC(=O)CSC2=NCCS2)nc1C | 1.27
OCC#CCSc1nnc(-c2cccc(Br)c2)o1 | 1.64
Cc1ccc(C(=O)NC(Nc2ccccc2F)(C(F)(F)F)C(F)(F)F)cc1 | 0.16
Cn1c(=O)[nH]c2nnc(-c3cccnc3)nc2c1=O | 2.37
O=C(O)C1CCC(c2ccc(Cl)cc2)CC1 (stereo not drawn) | -0.42
O=c1cc(C(F)(F)F)[nH]c2c(Br)cccc12 | 1.02
Nc1[nH]nc2nc(-c3ccccc3)[nH]c(=O)c12 | -0.96
CCOC(=O)c1cc(C)n(-c2cccc(Cl)c2Cl)c1-c1ccccc1 | -0.36
NNC(=O)Cc1csc(-c2cccc(-n3cccc3)c2)n1 | -0.26
CCOC(=O)NC(=O)/C(=C/NC(C)C)C(=O)OCC | -0.65
COCCOC(=O)C1=C(C)Nc2nc3ccccc3n2C1c1cccc(Cl)c1 (stereo not drawn) | 1.7
CCN1CCN(C(=O)c2c(C)oc3c2cc(OC(C)=O)c2ccccc23)CC1 | -2.82
C=CCn1c(SCC(=O)NN)nnc1-c1ccccc1 | 0.79

Assay outcomes from PubChem.

Only part of the results is shown. The share of hits here may be higher or lower than overall.
